aSyn rescue = inhibitors of alpha-synuclein toxicity in yeast | 370,000 compounds, 0.14% hits | Potency, µM (doses to about 46.1 µM), inactives show at the highest dose growth rescue (activation), most hits filed as activators | Yeast expressing alpha-synuclein, growth rescue, BacTiter-Glo, 24 h | AID 652106; note: % of control where 0% means no effect; nearly all actives have a fitted effect of over 65% in size
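Readout is rescue of growth in alpha-synuclein-expressing yeast, so inhibitors of toxicity appear as activators. Growth after 24 hr at 30 deg C in galactose medium is quantified by luminescence.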
PTHR1 agonist = agonists of human PTHR1 parathyroid hormone receptor; HEK293 GP2 PTHR1 cells, GloSensor cAMP luminescence, 1 h; Q03431; 410,000 compounds, 0.075% hits; Potency, µM (highest dose often 115 µM), without a hit: at the top dose activation, actives largely listed as activators; note: nearly all actives have a fitted effect of over 55% in size; some results filed as inactive show a strong effect at the top dose; inactives centre near -15; many of its hits are not listed in these tables
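HEK-293-derived GP2 cells expressing PTHR1 and a GloSensor cAMP reporter, 3,000/well, plated overnight, given luciferin plus IBMX (each 0.5 mM as added) for 1 h at 37 °C, then compound for 1 h at 37 °C. Luminescence was read after 15 min at room temperature.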
EPAC2 agonist = agonists of human EPAC2 (RAPGEF4); EPAC2 activation, biochemical qHTS; response scale: 100% = 6.5 mM cAMP response; AID 720711; Q8WZA2; Potency, µM (top dose mostly 154 µM), inactives show at the top dose activation, most hits filed as activators; 360,000 compounds, 0.079% hits; note: nearly all actives have a fitted effect of over 50% in size
Target sequence (Q8WZA2 whole entry, looked up): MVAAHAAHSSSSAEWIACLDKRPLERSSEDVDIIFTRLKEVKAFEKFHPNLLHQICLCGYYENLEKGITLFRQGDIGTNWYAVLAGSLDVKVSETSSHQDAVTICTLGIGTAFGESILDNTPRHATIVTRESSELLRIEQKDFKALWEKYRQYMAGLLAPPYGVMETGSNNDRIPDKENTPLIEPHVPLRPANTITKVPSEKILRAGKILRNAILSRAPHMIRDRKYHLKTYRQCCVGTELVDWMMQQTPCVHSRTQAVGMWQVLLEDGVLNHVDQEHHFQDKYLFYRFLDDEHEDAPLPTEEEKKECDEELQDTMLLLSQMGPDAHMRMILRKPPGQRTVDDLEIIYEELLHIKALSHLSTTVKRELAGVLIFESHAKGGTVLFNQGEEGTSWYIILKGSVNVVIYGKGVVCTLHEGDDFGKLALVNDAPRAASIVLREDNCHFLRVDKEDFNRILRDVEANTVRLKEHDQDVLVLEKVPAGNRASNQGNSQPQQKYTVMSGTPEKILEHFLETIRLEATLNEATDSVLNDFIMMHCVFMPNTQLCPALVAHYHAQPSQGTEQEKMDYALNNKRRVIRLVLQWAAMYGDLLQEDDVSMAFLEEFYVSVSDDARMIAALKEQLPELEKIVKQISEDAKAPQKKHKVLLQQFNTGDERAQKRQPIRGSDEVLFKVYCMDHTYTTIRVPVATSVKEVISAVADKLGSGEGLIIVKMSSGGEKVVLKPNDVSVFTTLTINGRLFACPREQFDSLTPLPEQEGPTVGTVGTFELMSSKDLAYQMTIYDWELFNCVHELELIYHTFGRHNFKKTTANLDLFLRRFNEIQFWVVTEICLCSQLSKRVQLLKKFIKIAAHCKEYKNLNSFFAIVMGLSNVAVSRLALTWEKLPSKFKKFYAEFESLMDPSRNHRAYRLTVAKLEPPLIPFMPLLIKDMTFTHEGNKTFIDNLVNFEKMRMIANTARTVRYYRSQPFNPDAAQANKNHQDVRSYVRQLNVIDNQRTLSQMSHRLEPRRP
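qHTS, titration series. 100 nM EPAC2 / 250 nM Rap1B-BODIPY-GDP / 50 uM GDP; RT; ex 480/em 540 nm, 5-min reads to 30 min. Norm. to 6.5 mM cAMP = activation.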
EPAC1 antagonist = EPAC1 (human) antagonism | O95398 | EPAC1 GEF assay, Rap1b-BODIPY-GDP exchange fluorescence | AID 720709 | 360,000 compounds, 0.14% hits | Potency, µM (top dose mostly 115 µM), without a hit: top-dose activity change, negative = inhibition, actives largely listed as inhibitors;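 note: plate controls were vehicle for no effect and positive control for full effect; nearly all actives have a fitted effect of over 50% in size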
EPAC2 antagonist = EPAC2 (human) antagonism; Q8WZA2; EPAC2 GEF exchange of Rap1B-BODIPY-GDP, fluorescence; Potency, µM (series often up to 114 µM), without a hit: at the highest dose activity, negative = inhibition, hits mostly inhibitors; 360,000 compounds, 0.18% hits; note: % is set by controls: 0 for no effect and ±100 for the full control effect; nearly all actives have a fitted effect of over 45% in size; many of its hits are not listed in these tables
EPAC1 agonist = EPAC1 (human) agonism. AID 720707. EPAC1 agonist qHTS, biochemical assay; response scale: 100% = response to 6.5 mM cAMP. Potency, µM (top dose mostly 154 µM), inactives show at the top dose activation, actives largely listed as activators. 360,000 compounds, 0.073% hits. O95398; note: nearly all actives have a fitted effect of over 60% in size
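Compounds were pinned as a concentration titration into mixtures of EPAC1 (100 nM), BODIPY-GDP-loaded Rap1B (250 nM) and GDP (50 uM). After 5 min at room temperature, fluorescence was followed for 30 min; activity was scaled to 6.5 mM cAMP.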
FUS suppressor = FUS proteinopathy suppression in yeast; Potency, µM (titrated, usually from 76.6 µM), for the others: at the top dose growth rescue (activation), actives largely listed as activators; S. cerevisiae FUS-expressing, growth rescue, OD600, 24 h; 390,000 compounds, 0.24% hits;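 note: plate controls were DMSO vehicle for no effect and reference control for full effect; nearly all actives have a fitted effect of over 55% in size; some results filed as inactive show a strong effect at the top dose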
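Restored growth of FUS-toxic S. cerevisiae, read as 600 nm absorbance after 24 h at 30C in galactose medium (starting OD 0.005). Controls CP55940 and DMSO.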
TDP-43 yeast inh = rescues yeast growth from TDP-43 toxicity. TDP-43 expressing yeast growth rescue, BacTiter-Glo, 24 h. Potency, µM (titrated, usually from 46.1 µM), for inactives: at the top dose growth rescue (activation), actives largely listed as activators. 410,000 compounds, 1.8% hits. AID 652104; note: % of control where 0% means no effect; nearly all actives have a fitted effect of over 50% in size
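Growth rescue of TDP-43-toxic yeast measured as ATP luminescence (BacTiter-Glo). Cells grown to mid-log in raffinose, induced in galactose at OD600=0.02, exposed to compound 24 hr at 30 deg C.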
* = called active by the depositor; i = inactive; ? = inconclusive; nt = not tested or not shown; & = joins results of further samples; [ ] = dose if it differs, or a comment. Calls come from the whole dose curve; as a rule, active = well fitted curve in the direction sought with a large enough effect; inconclusive = small, poorly fitted or top-dose-only effect, or another doubt; inactive = no such curve, though single readings can be large; an effect the other way counts as inactive or inconclusive. Potency is the fitted concentration of half-maximal effect. Some of the compounds tested (hit frequency here may not be typical).

SMILES	aSyn rescue	PTHR1 agonist	EPAC2 agonist	EPAC1 antagonist	EPAC2 antagonist	EPAC1 agonist	FUS suppressor	TDP-43 yeast inh
Cc1cccc(/C=N/NC(=O)c2ccc(F)cc2)n1	3%	i	0%	19%	-2%	0%	-8%	13%
Cc1ccc(C2=NOC(C)(c3nnc(-c4ccc(Cl)cc4)o3)C2)cc1 (configuration not stated)	0%	-20%	7%	-10%	-17%	-14%	12%	-9%
Cc1nc(C)c(-c2ccc(SCC(=O)Nc3cccc(Cl)c3C)nn2)s1	-4%	-21%	8%	-3%	18%	14%	36%	?
COC(=O)c1ccc(Cl)c(NC(=O)CN2CCN(Cc3ccccc3)CC2)c1	6%	-6%	-9%	-4%	-4%	2%	-2%	25%
CC(=O)Nc1ccc(S(=O)(=O)N2CCN(c3nnnn3-c3ccccc3)CC2)cc1	1%	-2%	3%	-18%	-1%	8%	6%	nt
CCOC(=O)N1CCN(C(=O)C2CC(=O)N(c3ccc(OC)cc3)C2c2ccc(OC)cc2)CC1 (configuration not stated)	0%	-6%	-6%	7%	19%	3%	-2%	-7%
CN1CCN(Cc2nc(-c3cccs3)no2)CC1c1ccccc1 (configuration not stated)	-1%	i	8%	-11%	1%	-6%	6%	-26%[9.22 µM]
CCc1ccc(NC(=O)[C@H](Cc2c[nH]c3ccccc23)NC(=O)[C@@H]2Cc3ccccc3CN2)cc1	-19%	-21%	1%	-4%	-11%	-16%	21%	5%
Cc1csc(NC(=O)CSc2ccc3nnc(-c4ccncc4)n3n2)n1	2%	-13%	0%	-5%	-3%	2%	nt	13%
Cc1ccc(N=C2NC(=O)/C(=C/C=C/c3ccco3)S2)cc1	-2%	-6%	-3%	56µM*	20%	-12%	nt	14%
COc1cccc(NC(=O)Cn2cc3c(n2)CCCCC3)c1	15%	i	2%	-13%	4%	-5%	-11%	?
O=C1NC(NS(=O)(=O)c2ccccc2)(C(F)(F)F)C(=O)N1c1ccc(F)cc1 (configuration not stated)	-2%&2%	i	13%	2%	-1%	-7%	-16%&3%	6%&11%
CN(CC1COc2ccccc2O1)C(=S)Nc1ccccc1 (configuration not stated)	14%	i	1%	1%	-2%	7%	1%	13µM*
OC[C@H]1O[C@H](OCc2ccccc2)[C@H](O[C@@H]2OC[C@@H](O)[C@H](O)[C@H]2O)[C@@H](O)[C@@H]1O	-6%	-21%	5%	-3%	-10%	4%	-25%	9%
COc1ccccc1C(=O)Nc1c[nH]c(=O)[nH]c1=O	-5%	i	-2%	-15%	4%	12%	-11%	-29%
CCS(=O)(=O)N1CCN=C1SCc1cccc(F)c1	5%	i	4%	-5%	1%	4%	6%	17%
Cc1ccc(Nc2nc(-c3ccccc3)cs2)nc1	-23%	-36%[inhibitor]	9%	-2%	8%	9%	-3%	0%
Cc1ccc(NC(=S)N(CCN(C)C)Cc2cc3cc(C)ccc3[nH]c2=O)cc1	0%	-23%	10%	-1%	-6%	9%	20%	14%[9.22 µM]
COc1ccc(S(=O)(=O)Nc2ccccc2C(=O)N2CCCCC2)cc1C	12%	i	11%	-2%	0%	-8%	17%	9%
CCOc1ccccc1N1CCN(CC(=O)c2c(N)n(C)c(=O)n(C)c2=O)CC1	-6%	-28%	-6%	0%	4%	-6%	17%	-23%[9.22 µM]
Cc1ccc(S(=O)(=O)NCc2cccnc2)s1	9%	i	5%	5%	0%	8%	5%	11%
COc1ccc(NC(=S)NCC(c2ccco2)N2CCCC2)cc1 (configuration not stated)	1%	i	11%	-20%	4%	-10%	-8%	16%
CCOC(=O)C(Cc1ccccc1)C(=O)c1ccco1 (configuration not stated)	-1%	i	6%	-17%	?	1%	-28%	17%
CC(=O)c1ccc(N2C(=NC(=O)C3CCCCC3)SC3CS(=O)(=O)CC32)cc1 (configuration not stated)	0%	3%	-8%	-26%	-14%	-3%	15%	8%
Cn1nnc2cc(C(=O)Nc3cccnc3)ccc21	-4%	i	3%	-5%	6%	-8%	-2%	-15%

(list continues)
SMILES	aSyn rescue	PTHR1 agonist	EPAC2 agonist	EPAC1 antagonist	EPAC2 antagonist	EPAC1 agonist	FUS suppressor	TDP-43 yeast inh
O=C(CCCn1c(=O)oc2ccccc21)Nc1cccnc1	-6%	i	7%	-3%	9%	-9%	-8%	-5%
NC(=NCCc1c[nH]c2ccccc12)NS(=O)(=O)c1ccc2ccccc2c1	-10%	-1%	19%	-25%	-21%	18%	23%	-3%
Cc1cccc(-c2noc(CNC(=O)c3ccoc3C)n2)c1	-2%	-17%	4%	6%	1%	0%	21%	5%
COc1ccc(CCCNC(=O)C2Cc3c(-c4ccccc4)ccnc3O2)cc1 (configuration not stated)	15%	-9%	12%	-16%	?	-8%	40%	32µM*
O=C(CN1C2=NCCN2c2ccccc21)c1ccc(Br)s1	0%	-29%	16%	19%	-4%	6%	14%	7%
CCc1ccc(CNC(=O)C2CCCN(c3nnc(C)c4c(C)n(-c5ccccc5)nc34)C2)cc1 (configuration not stated)	0%	-29%&-6%	2%	-18%	55%[activator]	-7%	8%&-5%	2%&6%
Cc1nc2nc[nH]n2c(=O)c1NC(=O)CC12CC3CC(CC(C3)C1)C2	1%&-8%	-7%	-2%&2%	14%&9%	-7%&8%	5%&-2%	-16%&-3%	?
COc1ccc(NC(=O)C2CCCN2C(=O)NC2CCCCC2)cc1OC (configuration not stated)	-9%	-2%	0%	10%	10%	-3%	13%	-3%
CCCCn1c(CNC(C)=O)nc2ccccc21	-2%	i	14%	3%	8%	-14%	-13%	19%
Cc1ccc(NC(=O)CC2S/C(=N/c3nccs3)N(C)C2=O)cc1C (configuration not stated)	-7%	-10%	-2%	-3%	-1%	-11%	29%	9%
CS(=O)(=O)c1ccc2nc(NC(=O)CCS(=O)(=O)c3ccccc3)sc2c1	-3%	-11%	12%	8%	0%	9%	22%	-11%
C=CCn1c(-c2cc(-c3ccc(C)cc3)nc3ccccc23)n[nH]c1=S	-7%	-22%	6%	-9%	-22%	-3%	42%	-1%[0.397 µM]
N=C(N)N=Nc1c(O)[nH]c2ccc(Br)cc12	2%	i	0%	-1%	-8%	3%	8%	-13%[9.22 µM]
NS(=O)(=O)c1ccc(N2N=C(c3ccccc3)CC2c2ccccc2Br)cc1 (configuration not stated)	2%	-64%[inhibitor]	12%	?	0%	-3%	-5%	4%
CSc1ncc2c(n1)-c1cc(C)ccc1SC2	0%	-8%	12%	1%	0%	0%	-11%	?
Cc1ccc(NC(=O)CSc2nnc(NC(=O)C(C)C)s2)c(C)c1	0%	-8%	-8%	-6%	-4%	-1%	nt	1%
C[C@@H]1CN([C@H](C)CO)C(=O)CCCn2nncc2CO[C@@H]1CN(C)C(=O)CCC(F)(F)F	5%	-17%	10%	-1%	2%	4%	-27%	16%
Fc1cccc(CCN2C(=S)NC[C@@H]2CC2CCCCC2)c1	20%	i	1%	-21%	-23%	2%	-2%	0%
CCOC(=O)c1cccc(NC(=O)C2(S(=O)(=O)c3ccc(Cl)cc3)CC2)c1	-1%	i	17%	-18%	5%	3%	22%	-8%
COc1ccccc1C(=O)NCCC(=O)N1CCN(C(C)=O)CC1	1%	-16%	3%	5%	-8%	-57%[inhibitor]	-2%	16%
C=CCn1c(COc2ccccc2)nnc1SCC(=O)N/N=C/c1cc(Cl)ccc1O	-5%	i	-9%	-9%	-8%	5%	-9%	4%
Nc1nc(N)nc(-c2cc([N+](=O)[O-])ccc2O)n1	-3%	-22%	3%	-7%	7%	-1%	-1%	11%
COc1ccc(NC(=O)CN(C)C(=O)c2cccc(Oc3ccccc3)c2)cc1	11%	-2%	19%	-18%	-12%	8%	31%	?
Cc1c(Cl)c(-c2n[nH]c(=S)n2-c2ccc(F)cc2)nn1C	13%	i	5%	-2%	-3%	5%	11%	18%
COC(=O)c1sccc1NC(=O)c1cccc(F)c1	-9%	i	3%	7%	4%	7%	-1%	0%

Look-ups from the results shown.
Entry for C[C@@H]1CN([C@H](C)CO)C(=O)CCCn2nncc2CO[C@@H]1CN(C)C(=O)CCC(F)(F)F in EPAC2 agonist: 10%
Entry for CCCCn1c(CNC(C)=O)nc2ccccc21 in EPAC2 antagonist: 8%

New compounds follow:
SMILES	aSyn rescue	PTHR1 agonist	EPAC2 agonist	EPAC1 antagonist	EPAC2 antagonist	EPAC1 agonist	FUS suppressor	TDP-43 yeast inh
COC(=O)C(Cc1ccc(O)cc1)NC(=O)c1ccccc1 (configuration not stated)	-20%	-15%[57.5 µM]	7%	4%	8%	1%	14%	-11%
NC(=O)COc1ccccc1	-7%	-45%[inhibitor]	-2%	-9%	4%	-24%	-14%	0%
Nc1ccc(S(N)(=O)=O)cc1	-4%	-7%	8%	1%	6%	-9%	-30%	16%
Fc1cccc(CNc2ncnc3cc(Cl)ccc23)c1F	5%	0%	4%	-3%	3%	3%	-9%	16%
COC(=O)C1(C(=O)OC)c2cc3c(cc2CN(S(=O)(=O)c2ccc(C)cc2)C1CC(C)=O)OCO3 (configuration not stated)	6%	-24%	9%	0%	-17%	1%	15%	-7%
Cc1cc(C(=O)Nc2ccccc2)c2ccccc2n1	-7%	-16%	12%	-5%	0%	8%	-11%	16%
CCn1c(SCc2cccc(C(F)(F)F)c2)nnc1-c1ccco1	6%	-11%	16%	0%	-6%	0%	24%	8%
Cc1ccc(C)c(SCC(=O)NNC(=O)c2csc(N3CCOCC3)n2)c1	2%	i	6%	3%	1%	4%	11%	14%
CCn1c(C)c(C(C)=O)c(N2CCCC2)nc1=S	-1%	i	6%	-5%	-3%	3%	18%	-10%
OC1CCN(Cc2ccc3ccccc3c2)CC1	-4%	-16%	4%	-2%	7%	2%	-1%	9%
CSc1nc2ccc(NC(=O)NC(=O)c3c(F)cccc3F)cc2s1	-1%	-1%	11%	11%	3%	5%	-4%	10%

Part of the list above, reduced to EPAC1 agonist, PTHR1 agonist and aSyn rescue.
| Structure | EPAC1 agonist | PTHR1 agonist | aSyn rescue |
| --- | --- | --- | --- |
| Nc1ccc(S(N)(=O)=O)cc1 | -9% | -7% | -4% |
| Fc1cccc(CNc2ncnc3cc(Cl)ccc23)c1F | 3% | 0% | 5% |
| COC(=O)C1(C(=O)OC)c2cc3c(cc2CN(S(=O)(=O)c2ccc(C)cc2)C1CC(C)=O)OCO3 (configuration not stated) | 1% | -24% | 6% |
